Source: PubChem BioAssay
UBC13 inh = blocks human UBC13 polyubiquitin chain formation; inhibition, % at 20 µM; TR-FRET; 330,000 compounds, 0.47% hits; AID 485273; P61088; in the data active = inhibition above about 45%, passing the limit was not always enough
Target sequence (P61088 whole entry, looked up): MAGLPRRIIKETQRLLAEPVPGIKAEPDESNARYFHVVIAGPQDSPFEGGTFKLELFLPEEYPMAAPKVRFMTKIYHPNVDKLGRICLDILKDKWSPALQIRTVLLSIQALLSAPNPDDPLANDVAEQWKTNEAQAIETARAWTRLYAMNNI
697 NFkB inh = lowers PMA/ionomycin-induced NF-kB signal in 697 B cells; 697 B-cell NF-kB luciferase reporter, 16 h; AID 435022; inhibition, % at 4 µM; 330,000 compounds, 0.33% hits; in the data active = inhibition above about 35%
EBI2 antag = EBI2 (human) antagonism; P32249; inhibition, % at 5 µM; AID 651636; 360,000 compounds, 0.81% hits; EBI2 beta-arrestin recruitment, luminescence, 7a,25-OHC stimulated; in the data active = inhibition above about 38%;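 note: enzyme fragment complementation signal reports receptor beta-arrestin coupling in cells; 0% = agonist plus DMSO wells and 100% = wells without agonist; some results beyond the cut were filed as inactive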
Target sequence (P32249 whole entry, looked up, the tested form may be a part): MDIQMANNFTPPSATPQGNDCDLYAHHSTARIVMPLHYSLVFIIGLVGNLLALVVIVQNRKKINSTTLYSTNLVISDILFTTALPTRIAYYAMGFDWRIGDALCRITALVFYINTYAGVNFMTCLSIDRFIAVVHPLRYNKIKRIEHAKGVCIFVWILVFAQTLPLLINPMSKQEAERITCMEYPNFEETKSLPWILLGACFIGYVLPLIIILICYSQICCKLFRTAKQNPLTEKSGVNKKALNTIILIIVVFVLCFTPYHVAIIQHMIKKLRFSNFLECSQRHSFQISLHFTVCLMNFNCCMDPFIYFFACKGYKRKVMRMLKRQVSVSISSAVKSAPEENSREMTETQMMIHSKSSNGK
Jurkat NFkB inh = lowers PMA/ionomycin-induced NF-kB signal in Jurkat cells. 330,000 compounds, 0.53% hits. PMA/ionomycin-induced NF-kB luciferase reporter, luminescence. inhibition, % at 4 µM; in the data active = inhibition above about 50%
CCR6 antagonist = blocks CCL20-driven beta-arrestin recruitment at human CCR6; P51684; CHO-K1 CCR6 PathHunter beta-arrestin, luminescence, CCL20-stimulated; inhibition, % at 20 µM; 340,000 compounds, 0.49% hits;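 active = compounds whose inhibition of the agonist-driven luminescence signal at 20 µM reaches about 50%, limit read from the data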;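 note: cells stimulated with CCL20 at 14 nM final; plate controls were DMSO with CCL20 for no effect and DMSO without agonist for full effect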
CXCR6 block = CXCR6 (human) receptor inhibition; O00574; inhibition, % at 20 µM; 360,000 compounds, 0.36% hits; CHO-K1 PathHunter CXCR6 beta-arrestin, luminescence; in the data active = inhibition above about 34%, passing the limit was not always enough;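 note: antagonist mode with CXCL16 agonist at 10 nM final; 0% = 10 nM CXCL16 with DMSO and 100% = unstimulated wells without agonist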
Target sequence (O00574 whole entry, looked up): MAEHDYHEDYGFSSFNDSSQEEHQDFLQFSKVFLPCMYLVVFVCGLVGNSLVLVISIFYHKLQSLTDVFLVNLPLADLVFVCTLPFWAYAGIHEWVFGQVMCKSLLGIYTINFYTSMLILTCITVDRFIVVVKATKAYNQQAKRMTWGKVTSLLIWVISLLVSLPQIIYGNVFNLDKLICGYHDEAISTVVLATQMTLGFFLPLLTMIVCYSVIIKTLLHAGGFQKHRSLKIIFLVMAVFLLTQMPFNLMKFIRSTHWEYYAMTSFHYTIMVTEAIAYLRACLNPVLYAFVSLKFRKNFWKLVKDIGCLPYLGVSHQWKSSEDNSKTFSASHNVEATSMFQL
APJ antagonist = antagonists of human APJ apelin receptor. P35414. CHO-K1 APJ beta-arrestin complementation, luminescence. inhibition, % at 20 µM. 330,000 compounds, 0.32% hits. AID 2521;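 active = inhibition above about 40% at 20 µM, limit read from the data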;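 note: cells challenged with 10 nM apelin-13 agonist together with compound; plate controls were apelin-13 plus DMSO wells for no effect and DMSO wells lacking apelin-13 for full effect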
Gli-Sufu antag = antagonists of Gli-Sufu signaling; inhibition, % at 5 µM; Sufu-KO-LIGHT fibroblasts, Gli luciferase reporter luminescence; 340,000 compounds, 0.74% hits; AID 588413;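 active = inhibition above about 55%, limit read from the data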;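 note: 0% = DMSO-treated cells and 100% = wells with medium but no cells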
Active calls of the source: *; . = no result given.

SMILES | UBC13 inh | 697 NFkB inh | EBI2 antag | Jurkat NFkB inh | CCR6 antagonist | CXCR6 block | APJ antagonist | Gli-Sufu antag
CC(C)(C)C(=O)Cn1c(=O)n(CC2CCCO2)c(=O)c2ccccc21 (stereo unspecified) | -18 | -6 | -9 | 10 | 5 | 4 | 4 | 5
OCCN(Cc1ccccc1)CC(O)COc1ccc2c(c1)OCO2 (stereo unspecified) | 0 | 2 | 6 | -14 | 7 | -4 | 5 | 3
Cc1ccc(S(=O)(=O)N2CCOC2CNC(=O)C(=O)NCCc2ccc(S(N)(=O)=O)cc2)cc1 (stereo unspecified) | -3 | -2 | -4 | 14 | -4 | 4 | 0 | 5
Cc1ccc2cc(CN(CCCN(C)C)C(=O)NCc3ccccc3)c(=O)[nH]c2c1C | -8 | -52 | -4 | -43 | -8 | 8 | 2 | -11
CCCN(CC(=O)Nc1ccc(F)c(F)c1F)C(=O)C1=COCCO1 | -5 | 10 | 1 | -4 | -16 | -6 | -1 | 24
Cc1cccc(-n2c(SCC(=O)N3CC(=O)Nc4ccccc43)nc3ccccc3c2=O)c1 | 10 | 25 | 10 | 5 | 12 | -11 | 2 | 5
Cc1[nH]c2ccccc2c1C(=O)CSc1ccccc1 | 2 | -8 | 4 | -24 | 1 | -4 | 11 | -9
COc1ccc(S(=O)(=O)Oc2cccc(C(=S)N3CCOCC3)c2)cc1 | 2 | -6 | 5 | 20 | 21 | 0 | 9 | 8
CCc1ccccc1Cn1c(=O)oc2cccnc21 | 0 | -16 | -12 | -3 | 13 | -9 | 1 | 7
COc1ccc2cc([C@H](C)C(=O)OCc3cn(CC(=O)c4ccc(O)cc4)nn3)ccc2c1 | . | . | 2 | . | 26 | 12 | . | 6
N#Cc1ccc(CN2CCN(C(=O)c3cccc(S(=O)(=O)N4CCCCCC4)c3)CC2)cc1 | -3 | 4 | 12 | 10 | 16 | -4 | -20 | 12
CCC(=O)Nc1sc(C(=O)Nc2ccccc2OC)c(C)c1C(=O)OC | 30 | -11 | 4 | -7 | -3 | 6 | 9 | -28
O=C(COc1ccc(-c2ccccc2)cc1)N/N=C/c1ccccc1Br | 4 | -15 | 3 | -6 | 7 | -4 | 5 | 2
CCOc1ccc(C(C(=O)NC2CCCC2)N(CCOC)C(=O)CNC(=O)c2ccco2)cc1 (stereo unspecified) | 0 | 12 | -14 | 19 | 9 | 1 | -7 | -1
COCCNC(=S)N/N=C(\C)c1ccc(Cl)c(Cl)c1 | 12 | -3 | 2 | -13 | 15 | 1 | 11 | -7
CCCn1c(CCNC(=O)c2cccs2)nc2ccccc21 | -2 | 0 | -15 | 4 | 5 | 1 | -2 | 1
Cc1cnc(NC(=O)c2nn(C)cc2[N+](=O)[O-])s1 | -2 | 21 | -3 | 24 | 7 | 1 | 1 | 2
O=C(CCN1CCCC1)Nc1ccc(Br)cc1 | 6 | 24 | -8 | -19 | 8 | 5 | 1 | 0
COc1cc(C(c2oc(CO)cc(=O)c2O)c2oc(CO)cc(=O)c2O)cc(OC)c1OC | -12 | -2 | -2 | -2 | -14 | 11 | -3 | -4
Cn1c(N)c(C(=O)COC(=O)c2ccccc2C(F)(F)F)c(=O)n(C)c1=O | 11 | -1 | 0 | 5 | 7 | 2 | -9 | -2
Cc1sc(NC(=O)CCS(=O)(=O)c2ccccc2)c(C#N)c1C | 2 | -6 | 0 | 13 | 10 | 2 | 16 | -8
CCc1cc(C(=O)N2CCCC(CNS(=O)(=O)c3cccs3)C2)n(C)n1 (stereo unspecified) | -6 | 5 | 7 | -8 | 21 | -4 | 9 | 5
Cc1cnc(C(=O)N2CCc3c([nH]c4ccccc34)C2c2ccc(F)cc2)cn1 (stereo unspecified) | 7 | 22 | -1 | 4 | 10 | 3 | 0 | 3
CCOc1cc(/C=C2\SC(=O)N(CC(=O)Nc3ccccc3F)C2=O)cc([N+](=O)[O-])c1O | -89 | 17 | 6 | 5 | 40 | 28 | 54* | 33
COc1ccc(NS(=O)(=O)c2ccc(N3CCOCC3)c(NC(=O)c3ccccc3Cl)c2)cc1 | 8 | 13 | 2 | 6 | 8 | 6 | 12 | 5

Part of the list above, reduced to UBC13 inh, APJ antagonist and CCR6 antagonist.
mol,UBC13 inh,APJ antagonist,CCR6 antagonist
CCc1cc(C(=O)N2CCCC(CNS(=O)(=O)c3cccs3)C2)n(C)n1 (stereo unspecified),-6,9,21
CCOc1ccc(C(C(=O)NC2CCCC2)N(CCOC)C(=O)CNC(=O)c2ccco2)cc1 (stereo unspecified),0,-7,9
COCCNC(=S)N/N=C(\C)c1ccc(Cl)c(Cl)c1,12,11,15
CCC(=O)Nc1sc(C(=O)Nc2ccccc2OC)c(C)c1C(=O)OC,30,9,-3
CCCn1c(CCNC(=O)c2cccs2)nc2ccccc21,-2,-2,5
Cc1cccc(-n2c(SCC(=O)N3CC(=O)Nc4ccccc43)nc3ccccc3c2=O)c1,10,2,12
OCCN(Cc1ccccc1)CC(O)COc1ccc2c(c1)OCO2 (stereo unspecified),0,5,7

The listing picks up; the three compounds before the break are reprinted first.
SMILES | UBC13 inh | 697 NFkB inh | EBI2 antag | Jurkat NFkB inh | CCR6 antagonist | CXCR6 block | APJ antagonist | Gli-Sufu antag
Cc1cnc(C(=O)N2CCc3c([nH]c4ccccc34)C2c2ccc(F)cc2)cn1 (stereo unspecified) | 7 | 22 | -1 | 4 | 10 | 3 | 0 | 3
CCOc1cc(/C=C2\SC(=O)N(CC(=O)Nc3ccccc3F)C2=O)cc([N+](=O)[O-])c1O | -89 | 17 | 6 | 5 | 40 | 28 | 54* | 33
COc1ccc(NS(=O)(=O)c2ccc(N3CCOCC3)c(NC(=O)c3ccccc3Cl)c2)cc1 | 8 | 13 | 2 | 6 | 8 | 6 | 12 | 5
Nc1nonc1C(=O)NCCNCc1cc(Br)ccc1OCc1ccc(F)cc1 | -7 | -18 | 6 | 16 | 22 | -6 | -2 | 48
Cc1ccc(C(=O)c2cc([N+](=O)[O-])ccc2N2CCN(C)CC2)cc1 | 3 | -2 | 7 | 41 | 31 | 59* | -6 | 13
NC1=C(Cl)C(=O)c2ccccc2C1=O | . | . | -27 | . | -3 | -13 | . | 17
COC(=O)C(NC(=O)C(NC(=O)c1ccccc1)C(C)C)C(C)C (stereo unspecified) | -8 | -4 | 3 | -5 | -1 | 1 | 0 | -1
COc1ccc(S(=O)(=O)NC2CC(C)(C)NC(C)(C)C2)c2ccccc12 | 6 | -8 | -1 | 9 | 22 | 0 | 7 | 11
N#CC(Nc1ccccc1)c1ccccc1OCc1ccccc1 (stereo unspecified) | 6 | 10 | -18 | 6 | 16 | 7 | 8 | -1
COc1ccc(CCNC(=O)COC(=O)CCC(=O)c2ccc(F)cc2)cc1 | 14 | 8 | -1 | 14 | 2 | -1 | -2 | 4
CCCC(=O)Nc1nnc(S(=O)(=O)N(CC)c2ccccc2)s1 | 2 | -15 | 8 | -43 | 8 | -1 | 1 | 1
Cc1cc(-c2c(C)[nH]n(-c3ccccc3)c2=O)n[nH]1 | 10 | -10 | -16 | -1 | 6 | -1 | 13 | 13
COc1ccc(S(=O)(=O)N2CCC(C(=O)NCCC(=O)Nc3cccc(Cl)c3)CC2)cc1 | 14 | 4 | 9 | 12 | 8 | -5 | 2 | 13
CCOc1cc(NS(=O)(=O)c2ccccc2)c(OCC)cc1NC(=O)c1ccco1 | -4 | 11 | 7 | 7 | 13 | 0 | -8 | 6
O=[N+]([O-])c1cccc(Cl)c1NCCNS(=O)(=O)c1ccc(Cl)cc1 | 0 | 1 | 3 | 6 | 16 | 5 | 8 | 7
Cc1ccc(Cn2cc(-c3ccccc3)nn2)cc1 | 3 | -15 | 4 | -32 | 10 | -4 | -2 | -20
O=C(NCc1ccccc1)C1=C[C@@H](C2CC2)C[C@@H](OCCCCO)O1 | -5 | -1 | -8 | 13 | -1 | -6 | -14 | -10
O=[N+]([O-])c1ncccc1OCc1ccccc1Br | 6 | -9 | 9 | 6 | 14 | -4 | 7 | -20
Cc1ccc(-c2nnc(Nc3ccc4c(c3)OCO4)c3ccccc23)cc1S(=O)(=O)NC(C)C | -3 | -28 | 9 | 19 | 12 | 3 | -6 | 0
CCOc1cc2nc(-c3ccc(OC)c(OC)c3)nc(NCCCN3CCOCC3)c2cc1OC | 25 | 31 | 0 | -8 | 4 | 6 | 19 | 2
Cc1nn(-c2ccccc2)c(OC(=O)c2cccs2)c1S(=O)(=O)c1ccc([N+](=O)[O-])cc1 | 15 | 9 | -3 | 5 | -1 | 9 | -45 | -9
Cc1ccc(NC(=O)[C@H](Cc2ccccc2)NC(=O)C2CCNCC2)cc1 | 5 | -3 | -10 | 6 | 13 | 1 | -24 | 3
CCOc1ccc(S(=O)(=O)NCc2cccnc2)cc1NC(=O)c1ccccc1F | 5 | 20 | -1 | 32 | -3 | -8 | 12 | 3
O=C(Nc1nnc(C2CC2)s1)c1cccnc1Oc1ccc(Cl)cc1 | -4 | 4 | -10 | -6 | -10 | 4 | -3 | 9
CCCCn1c(N)c(N(CC)C(=O)CN2C(=O)NC(C)(c3ccccc3)C2=O)c(=O)[nH]c1=O (stereo unspecified) | 4 | 1 | -6 | 10 | 1 | 5 | 3 | -4
O=C(CCCCCCCCC(=O)N/N=C/c1ccco1)N/N=C/c1ccco1 | -7 | -5 | 7 | 9 | 12 | -9 | 1 | 4
Cc1cccc(-c2nc(CS(=O)CC(=O)N3CCc4ccccc4C3)c(C)o2)c1 (stereo unspecified) | -1 | 1 | 3 | -9 | 8 | 2 | 4 | 3
Cc1cc(C)cc(-n2c(=O)c3sccc3n(CC(=O)NCc3ccco3)c2=O)c1 | 12 | 14 | 0 | 14 | -10 | 5 | -24 | -6

One compound at a time (already shown):
`CCc1ccccc1Cn1c(=O)oc2cccnc21` reads UBC13 inh = 0; 697 NFkB inh = -16; EBI2 antag = -12; Jurkat NFkB inh = -3; CCR6 antagonist = 13; CXCR6 block = -9; APJ antagonist = 1; Gli-Sufu antag = 7
`Cc1sc(NC(=O)CCS(=O)(=O)c2ccccc2)c(C#N)c1C` reads UBC13 inh = 2; 697 NFkB inh = -6; EBI2 antag = 0; Jurkat NFkB inh = 13; CCR6 antagonist = 10; CXCR6 block = 2; APJ antagonist = 16; Gli-Sufu antag = -8

(list continues)
SMILES | UBC13 inh | 697 NFkB inh | EBI2 antag | Jurkat NFkB inh | CCR6 antagonist | CXCR6 block | APJ antagonist | Gli-Sufu antag
CN(C)CCCNC(=S)N(CCO)Cc1cc2cc3c(cc2[nH]c1=O)OCO3 | -10 | -20 | -9 | -11 | 9 | 3 | -7 | 0
CN1CCN(C(=S)c2ccc([N+](=O)[O-])cc2)CC1 | -8 | -14 | -8 | 4 | -23 | -3 | -5 | -6
CC(C)(Oc1ccc(Br)cc1)C(=O)N1CCc2ccccc21 | 16 | 11 | 13 | 11 | 34 | -6 | 3 | -9
CC(C)N(Cc1ccccc1)S(=O)(=O)c1ccc(F)cc1 | 2 | -10 | 5 | 19 | 11 | -2 | 8 | 59*
On1c(-c2ccccc2Cl)nc2ncccc21 | -3 | 1 | -7 | 0 | 8 | 3 | 18 | -1
Cc1cc(/C=N/Nc2ccc([N+](=O)[O-])cn2)c(C)n1-c1cccc(C(=O)O)c1 | -83 | 12 | 2 | 1 | 44 | 30 | 42* | -5
CCCOc1ccc(NC(=O)CNC(=O)c2cc(OC)cc(OC)c2)cc1OCCC | 4 | 1 | -2 | -15 | 10 | 7 | 8 | -1
[O-]/C(=C(\C(=S)NCc1ccc2c(c1)OCO2)[n+]1ccccc1)c1ccc(Cl)s1 | -13 | -9 | 2 | -2 | 11 | -4 | -3 | 5
O=C(Nc1ccc(Cl)cn1)C1CCCN(c2ncnc3c2nc2n3CCCCC2)C1 (stereo unspecified) | 10 | -1 | 14 | 8 | 16 | 4 | 1 | 15
